# From PubChem
# HDAC3 inh: human HDAC3 inhibition; recombinant HDAC3, fluorogenic peptide/trypsin coupled, fluorescence; 320,000 compounds, 0.15% hits; AID 2718; inhibition, % at 8.3 µM; in the data active means inhibition above about 26%, passing the limit was not always enough
# Target sequence (O15379 whole entry, looked up): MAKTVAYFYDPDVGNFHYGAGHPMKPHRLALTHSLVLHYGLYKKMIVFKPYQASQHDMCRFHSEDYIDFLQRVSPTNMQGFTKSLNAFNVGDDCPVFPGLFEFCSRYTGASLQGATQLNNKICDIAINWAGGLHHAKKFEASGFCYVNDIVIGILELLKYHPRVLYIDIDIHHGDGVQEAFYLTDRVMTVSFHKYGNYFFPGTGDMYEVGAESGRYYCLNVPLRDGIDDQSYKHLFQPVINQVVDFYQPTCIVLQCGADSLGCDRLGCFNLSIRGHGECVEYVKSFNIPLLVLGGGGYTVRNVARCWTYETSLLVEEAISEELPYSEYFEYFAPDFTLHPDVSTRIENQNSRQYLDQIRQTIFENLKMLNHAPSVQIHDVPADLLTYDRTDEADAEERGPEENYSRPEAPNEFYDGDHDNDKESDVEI
# Starred values were filed as active, the others as inactive. The list is partial; rates above refer to the full screens.
SMILES,HDAC3 inh
CN(CC(=O)Nc1ccc(Cl)cc1)C(=O)c1sccc1-c1ccccc1,9
CCC1(CC)NC(=O)N(CC(=O)N2CCc3ccccc32)C1=O,3
O=C(CCCOc1ccccc1)N1CCN(S(=O)(=O)c2ccccc2)CC1,-2
Cc1ccc(C(=O)CSc2nnc3n2CCCCC3)s1,14
Cc1noc(C)c1NC(=O)N(C)C[C@@H]1Oc2ccc(NC(=O)CCC(F)(F)F)cc2CC(=O)N([C@@H](C)CO)C[C@@H]1C,-3
CCN(CC)C(=O)c1nc[nH]c1C(=O)N1CCN(c2ccccc2)CC1,4
Cc1ccc(OCC(=O)OCC(=O)NC2CCCC2)cc1C,-2
CC(=O)Nc1ccc(NC(=O)CSc2nnc(-c3ccc4c(c3)OCO4)o2)cc1,-1
CCn1c(SC(C)C(=O)NC2CCCC2)nc2cc(S(N)(=O)=O)ccc21 (stereo not drawn),3
CC(=O)Nc1ccc(S(=O)(=O)NCCC(=O)OCc2ccccc2F)cc1,-3
CC1CCC2(CC1)NC(=O)N(CC(=O)N1CCN(C(=O)c3ccco3)CC1)C2=O (stereo not drawn),-4
COc1ccc(Br)c(C(=O)Nc2cccc(S(=O)(=O)N3CCOCC3)c2)c1,-8
Cc1cc(C)c(S(=O)(=O)N2CCC(C(=O)OCc3c(C)noc3C)CC2)c(C)c1,11
COc1ccc(-c2c(-c3cc(OC)cc(OC)c3)n(C)c3ccc(Br)cc23)cc1,-7
C#CCOCCOCCOCCNc1nc(N2CCN(C(=O)CCCCCCCCCCNC(=O)[C@@H](CCSC)n3cc(CCO)nn3)CC2)nc(N2CCN(C(=O)CCCCCCCCCCNC(=O)[C@H]([C@@H](C)CC)n3cc(CCCCN=C(N)N)nn3)CC2)n1,20
CCC(Oc1ccccc1)C(=O)N1CCN(S(=O)(=O)c2ccccc2)CC1 (stereo not drawn),11
CC1(C)C(=O)Nc2ccccc2N1C(=O)COC(=O)CSc1ccc(F)cc1,0
CC[C@]12c3[nH]c4ccccc4c3CCN1C(=O)C(CC(=O)NCCCOC)C[C@@H]2C(=O)N1CCN(C(=O)c2ccco2)CC1 (stereo partly drawn),9
CCN(CC)c1cccc(OCC(=O)N2c3ccccc3CC2C)c1 (stereo not drawn),4
Cc1cccc(NC(=O)CCC(=O)N2CCOCC2)n1,-2
CCc1ccc(N2CC(C(=O)OCc3nc4ccsc4c(=O)[nH]3)CC2=O)cc1 (stereo not drawn),2
CC1(C)CC(=O)C=C(c2ccc(OC(F)(F)F)cc2)C1,8
CC(=O)Nc1ccc(S(=O)(=O)N(C)CC(=O)OC2CCCCC2=O)cc1 (stereo not drawn),-4
COc1cc(/C=C/C(=O)OCC(=O)NCc2ccc(F)cc2)ccc1O,1
O=C(COC(=O)COc1ccc2c(c1)CCC2)Nc1ccccc1C(F)(F)F,1
Cc1ccc(S(=O)(=O)NC2CCCCC2)cc1C(=O)N1CCC(C(N)=O)CC1,10
Cn1cccc1C(=O)OCC(=O)NC(=O)c1ccc(Cl)cc1,3
COc1ccc(NC(=O)CN(C)C(=O)COc2ccccc2Cc2ccccc2)cc1,6
Cn1c(N)c(C(=O)c2ccc(Cl)c(S(=O)(=O)N3CCCCCC3)c2)c(=O)n(C)c1=O,-4
NS(=O)(=O)c1ccc(CNC(=O)c2ccc(NS(=O)(=O)c3cccs3)cc2)cc1,1
COc1ccc(C(C)(C)C)cc1NC(=O)CCCN1C(=O)NC(C)(C)C1=O,-13
CCC1(c2ccc(F)cc2)NC(=O)N(CC(=O)NC2CCCC(C)C2C)C1=O (stereo not drawn),3
COc1ccc(NC(=O)CN(C)C(=O)c2ccc(COc3ccccc3)cc2)cc1,1
Cc1nnc(SCC(=O)NC2CCCC2)n1-c1ccccc1,1
CN(C(=O)CSc1nnc(C2CC2)n1C1CC1)C1(C#N)CCCCC1,-4
CC(C)Cn1c(SCC(=O)Nc2cccnc2Cl)nnc1-c1ccco1,1
Nc1ncccc1C(=O)OCC(=O)N1CCN(S(=O)(=O)c2ccc(Cl)cc2)CC1,-42
CCN(c1ccccc1)S(=O)(=O)c1cccc(C(=O)NCC2(N(C)C)CCCCC2)c1,3
COc1ccc(NC(=O)CN(c2ccccc2OC)S(=O)(=O)c2cccs2)cc1Cl,-2
COC(=O)[C@]1(Cc2ccccc2)N[C@H](CN(C)C(=O)c2ccc(F)cc2)[C@@H]2C(=O)N(Cc3ccccc3)C(=O)[C@@H]21,-5
CC(=O)Nc1ccc(S(=O)(=O)Nc2ccc(N3CCCCC3)cc2)cc1,-7
Cc1ccc(C(=O)OCC(=O)NC2CCS(=O)(=O)C2)c(C)c1 (stereo not drawn),-5
COc1cc(/C=C/C(=O)OCC(=O)N2c3ccccc3CC2C)cc(OC)c1OC (stereo not drawn),-6
O=C(OC1CCOC1=O)c1cc(S(=O)(=O)N2CCOCC2)c(Cl)cc1Cl (stereo not drawn),1
Nc1cccc(-c2cn(-c3cc4cc(C#CC5(O)CCCCC5)ccc4oc3=O)nn2)c1,-3
CN(CC(=O)NCC(=O)Nc1ccc(F)c(F)c1F)C1CCS(=O)(=O)C1 (stereo not drawn),-1
Cc1ccc(-c2nc(N)nc(N)n2)c(C)c1,-4
COc1cc(NC(=O)CNc2ccc(Cl)c(S(=O)(=O)N3CCOCC3)c2)cc(OC)c1,4

# Filtered by structure: those above containing bromine
SMILES,HDAC3 inh
COc1ccc(Br)c(C(=O)Nc2cccc(S(=O)(=O)N3CCOCC3)c2)c1,-8
COc1ccc(-c2c(-c3cc(OC)cc(OC)c3)n(C)c3ccc(Br)cc23)cc1,-7

# (next part)
SMILES,HDAC3 inh
CCc1nc2ccccc2c(C(=O)OCC(=O)NC2CCCC2)c1C,0
Cc1ccc(S(=O)(=O)N2[C@@H](c3ccccc3F)C(C(=O)O)=CC[C@H]2c2cccc(Cl)c2)cc1,7
CC(=O)Nc1ccc(C(=O)N2CCN(S(=O)(=O)c3ccc4c(c3)OCCCO4)CC2)cc1,10
O=S(=O)(c1ccc2c(c1)CCCC2)N1CCNCC1,0
COc1ccccc1NC(=O)c1ccc(Cl)c(S(=O)(=O)NCc2ccco2)c1,-2
COc1ccc(NCC(=O)Nc2cccc(S(=O)(=O)N3CCCC3)c2)cc1Cl,12
O=C(NC(=S)NC1CCC(O)CC1)c1ccco1 (stereo not drawn),0
CC(C)N(C(=O)CSc1nnc(NC2CC2)s1)c1ccccc1,1
COc1cc(C(=O)NNC(=O)C2CCC2)cc(OC)c1OC,-2
Cc1cc(/C=C\c2ccc3cc(N(C)C)ccc3[n+]2C)c(C)n1-c1ccccc1,15
Cc1noc(C)c1COc1cccc(C(=O)N(C)Cc2cccs2)c1,1
CCOc1ccc(NC(=O)COC(=O)CSCC(=O)Nc2ccc(C)cc2C)cc1,3
Cc1nn(-c2ccccc2)c(C)c1C(=O)OCC(=O)Nc1cccc(S(N)(=O)=O)c1,-3
COc1ccc2c(c1)OC[C@H]1[C@H]2N2C(=O)CN(CCc3c[nH]c4ccccc34)C(=O)[C@@]2(C)[C@H]1c1ccccc1,-4
CCOc1ccc([C@@H]2CC=C(C(=O)O)[C@H](c3ccc(F)cc3)N2S(=O)(=O)c2ccc(C)cc2)cc1,10
CCN1C(=O)[C@H]2[C@@H](c3ccc(C)cc3)N3C(=O)N(c4cccc(Cl)c4)C(=O)[C@@]3(Cc3ccc(Cl)cc3)[C@H]2C1=O,6
O=C(NCc1ccc(OC(F)(F)F)cc1)c1cccc2c1C(=O)c1ccc(N3CCCC3)cc1S2(=O)=O,3
Cc1ccsc1C(=O)N1CCN(C(=O)c2ccco2)CC1,0
Nc1c(N(CCCO)C(=O)C2CCCC2)c(=O)[nH]c(=O)n1Cc1ccccc1,-5
C[C@@H](C(=O)NNC(=O)c1ccc(Cl)cc1)N1C(=O)C2CC=CCC2C1=O (stereo partly drawn),-5
Cc1ccc(-c2cc(C(=O)Nc3c(C)n(C)n(-c4ccccc4)c3=O)c3ccccc3n2)cc1,8
COc1ccccc1-c1oc2ccccc2c1-c1ccc2c(c1)OCO2,0
Cc1noc(C)c1CSCC(=O)Nc1cccc(C(F)(F)F)c1,1
O=C(COC(=O)/C=C/c1ccccc1[N+](=O)[O-])Nc1ccc2[nH]c(=O)[nH]c2c1,0
CCOc1ccccc1Nc1nnc(SCC(=O)NCC2CCCO2)s1 (stereo not drawn),-3
O=C(COC(=O)/C=C/c1ccccc1Cl)NCC1CCCO1 (stereo not drawn),9
CC1CN(S(=O)(=O)c2ccc(C(=O)N3CCc4ccccc43)cc2)CC(C)O1 (stereo not drawn),0
Cc1nn(-c2ccccc2)c(Cl)c1C(=O)NCC1CCCO1 (stereo not drawn),2
O=C(NCCCN1CCCC1=O)c1cc(-c2ccc(F)cc2)nc2ccccc12,-5
COC(=O)c1ccc(CNC(=O)c2ccc(S(=O)(=O)N3CCCC(C)C3)cc2)cc1 (stereo not drawn),-5
O=C(COC(=O)c1cc(Cl)ccc1O)NC(=O)NCc1ccccc1,-17
CSc1ccccc1NC(=O)CN(C)C(=O)C1CC(=O)N(C(C)c2ccccc2)C1 (stereo not drawn),-1
O=C(O)c1cccc(S(=O)(=O)N2CC=C(c3ccccc3)CC2)c1,2
CC1CCCC(NC(=O)Cn2cc(C(F)(F)F)cc(Cl)c2=O)C1C (stereo not drawn),5
CC(=O)OCC1OC(OC2C[C@]3(C)C(CC(O)C4C([C@](C)(CCC=C(C)C)OC5OC(CO)C(O)C(O)C5O)CC[C@]43C)[C@@]3(C)CCC(O)C(C)(C)C23)C(O[C@@H]2OC(C)C(O)C(O)C2O)C(O)C1O (stereo partly drawn),8
CC1CCCC(NC(=O)COC(=O)/C=C/c2ccc(F)cc2)C1C (stereo not drawn),0
Cc1ccc(C)c(Sc2ccc(S(=O)(=O)Nc3ccc(C(=O)O)cc3)cc2)c1,0
CNc1ccccc1,9
Cc1ccc2c(=O)n3c(nc2c1)C(Cc1ccc(O)cc1)NC(=O)c1ccc(Cl)cc1-3 (stereo not drawn),6
Cc1ccc([C@@H]2CC=C(C(=O)O)[C@H](c3ccc(F)cc3)N2S(=O)(=O)c2ccc(C)cc2)cc1,5
CCC(=O)c1ccc(OCC(=O)OCC(=O)N2CCc3ccccc3C2)cc1,0
COc1ccccc1NC(=O)COC(=O)CCC1CCCC1,6
Cc1ccc2nc(SCC(=O)NC3CCS(=O)(=O)C3)[nH]c2c1 (stereo not drawn),3

# Structural class, the compounds so far with an aryl methoxy group (15)
SMILES,HDAC3 inh
COc1ccc(Br)c(C(=O)Nc2cccc(S(=O)(=O)N3CCOCC3)c2)c1,-8
COc1ccc(-c2c(-c3cc(OC)cc(OC)c3)n(C)c3ccc(Br)cc23)cc1,-7
COc1cc(/C=C/C(=O)OCC(=O)NCc2ccc(F)cc2)ccc1O,1
COc1ccc(NC(=O)CN(C)C(=O)COc2ccccc2Cc2ccccc2)cc1,6
COc1ccc(C(C)(C)C)cc1NC(=O)CCCN1C(=O)NC(C)(C)C1=O,-13
COc1ccc(NC(=O)CN(C)C(=O)c2ccc(COc3ccccc3)cc2)cc1,1
COc1ccc(NC(=O)CN(c2ccccc2OC)S(=O)(=O)c2cccs2)cc1Cl,-2
COc1cc(/C=C/C(=O)OCC(=O)N2c3ccccc3CC2C)cc(OC)c1OC (stereo not drawn),-6
COc1cc(NC(=O)CNc2ccc(Cl)c(S(=O)(=O)N3CCOCC3)c2)cc(OC)c1,4
COc1ccccc1NC(=O)c1ccc(Cl)c(S(=O)(=O)NCc2ccco2)c1,-2
COc1ccc(NCC(=O)Nc2cccc(S(=O)(=O)N3CCCC3)c2)cc1Cl,12
COc1cc(C(=O)NNC(=O)C2CCC2)cc(OC)c1OC,-2
COc1ccc2c(c1)OC[C@H]1[C@H]2N2C(=O)CN(CCc3c[nH]c4ccccc34)C(=O)[C@@]2(C)[C@H]1c1ccccc1,-4
COc1ccccc1-c1oc2ccccc2c1-c1ccc2c(c1)OCO2,0
COc1ccccc1NC(=O)COC(=O)CCC1CCCC1,6
